# MrgX1 antag: blocks BAM8-22 activation of human MrgX1 receptor; MRGX1-HEK293 calcium flux, Fluo-4, BAM8-22 antagonism; hits give low values; B-score at 10 µM; 310,000 tested, 1.3% active;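 active means calcium-response B-score plate-corrected more than 3 library SD below zero, starting fluorescence within 5 deviations, no agonist response on first addition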;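 further: peak minus trough fluorescence over baseline after final BAM8-22 challenge near maximal dose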
# TRPC6 inh: mouse TRPC6 channel inhibition | Q61143 | HEK293-TRPC6, membrane potential dye, ACh-evoked depolarization; hits give low values | B-score at 10 µM | 310,000 tested, 1.1% active | AID 2553;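 active means B-score under library mean minus 3 SD, initial fluorescence not abnormally high, positive integrated signal ratio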;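 further: B-score derived from integrated fluorescence ratio over the kinetic read; more negative B-score means stronger inhibition of depolarization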
# HIF activator: HIF pathway transcriptional activation. AID 1910. 300,000 tested, 0.32% active. activation, % at 7.5 µM (by protocol). U2OS HRE-luciferase reporter, luminescence; normalized: DMSO 0%, desferrioxamine 100%;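 active means mean activation of at least 10% of the iron chelator positive control signal, with at least half of replicates also reaching 10%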
# TRPC4 block: blocks the mouse TRPC4 cation channel. Q9QUQ5. HEK293 TRPC4beta/mu-opioid, DAMGO-evoked Fluo4 calcium flux; hits give low values. B-score at 10 µM. 300,000 tested, 0.39% active;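 active means B-score over 3 SD under the library average, no early fluorescence shift, positive overall ratio signal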
# Target sequence (Q9QUQ5 whole entry, looked up): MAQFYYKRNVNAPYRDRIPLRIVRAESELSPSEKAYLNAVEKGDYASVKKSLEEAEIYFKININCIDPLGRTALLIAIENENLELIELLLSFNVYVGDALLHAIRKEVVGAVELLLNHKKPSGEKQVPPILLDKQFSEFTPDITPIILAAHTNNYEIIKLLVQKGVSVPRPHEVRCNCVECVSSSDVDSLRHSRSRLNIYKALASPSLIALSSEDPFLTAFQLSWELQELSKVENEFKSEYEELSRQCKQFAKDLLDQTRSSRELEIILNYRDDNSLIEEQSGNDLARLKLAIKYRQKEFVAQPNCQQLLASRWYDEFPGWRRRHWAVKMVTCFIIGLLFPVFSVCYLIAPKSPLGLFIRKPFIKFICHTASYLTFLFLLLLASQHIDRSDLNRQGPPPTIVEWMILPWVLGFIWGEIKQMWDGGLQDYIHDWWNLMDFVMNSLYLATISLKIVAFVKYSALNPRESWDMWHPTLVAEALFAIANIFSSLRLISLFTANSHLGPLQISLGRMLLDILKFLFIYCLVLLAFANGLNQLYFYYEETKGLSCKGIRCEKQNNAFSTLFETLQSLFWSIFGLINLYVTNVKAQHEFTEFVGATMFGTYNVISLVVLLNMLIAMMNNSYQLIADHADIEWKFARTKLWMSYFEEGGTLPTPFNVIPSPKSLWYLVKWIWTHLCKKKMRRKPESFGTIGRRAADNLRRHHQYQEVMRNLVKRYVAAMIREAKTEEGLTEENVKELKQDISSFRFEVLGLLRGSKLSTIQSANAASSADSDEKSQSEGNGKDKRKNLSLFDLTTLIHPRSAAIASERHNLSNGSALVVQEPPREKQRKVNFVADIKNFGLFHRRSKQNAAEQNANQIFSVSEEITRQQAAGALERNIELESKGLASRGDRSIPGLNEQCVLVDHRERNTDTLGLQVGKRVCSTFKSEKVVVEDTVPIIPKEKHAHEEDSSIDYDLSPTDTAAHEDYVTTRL
#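 Assay system: TRPC4beta/mu-opioid receptor HEK293 cell line; compound dosing: single concentration per test compound; detection: Fluo4 Ca2+ flux fluorescence; evaluation: per-well B score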
# MrgX1 PAM: allosterically activates human MrgX1 receptor signaling; B-score at 10 µM; 310,000 tested, 0.63% active; MrgX1-HEK293, Fluo-4 calcium flux, FDSS; hits give high values; AID 588675;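 active means plate-corrected calcium response at least 3 library SD above typical, normal starting fluorescence, not activating the receptor alone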;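 further: compound read alongside a low EC10 to EC30 dose of BAM8-22 agonist; peak minus trough fluorescence over baseline measured at the second addition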
# TRPC6 activator: activators of mouse TRPC6 channel; Q61143; HEK293-TRPC6 membrane potential dye fluorescence; hits give high values; B-score at 10 µM; 310,000 tested, 0.13% active;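 active means B-score of the integrated fluorescence ratio above library mean plus 3 SD, and starting fluorescence ratio within library mean plus 5 SD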;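 further: higher score means more depolarization so channel activation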
# PolyA inh: yeast polyadenylation inhibition; 300,000 tested, 0.02% active; AID 1875; S. cerevisiae SKY197-pL101 polyadenylation reporter, beta-gal luminescence; efflux-impaired pdr1/pdr3 knockout yeast; score 100 = 6 SD above DMSO; calls only at 12 µM;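 active means lowest replicate activity score at least 50, where 100 means six control SD above control mean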;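 further: yeast exposed to compound for 9 h at 30 °C; higher score means more reporter readthrough which indicates perturbed polyadenylation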
# TRPC4 agonist: opens the mouse TRPC4 cation channel; Q9QUQ5; HEK293 TRPC4beta/mu-opioid, Fluo4 calcium fluorescence; hits give high values; B-score at 10 µM; 310,000 tested, 0.49% active; AID 2237;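 active means B-score above 5 SD of library B-scores, and initial fluorescence ratio not above library mean plus 5 SD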;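 further: positive B-score marks a calcium rise read as TRPC4 activation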
#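 System – HEK293 cells stably co-expressing mouse TRPC4beta and mu-opioid receptor · Signal – Fluo4 calcium-sensitive dye fluorescence, kinetic, 1 Hz baseline · Benchmarks – buffer (low) and maximal DAMGO (high) · Read-out – B score of integrated fluorescence ratio per well · Incubation – dye loading 45 min room temperature, 110 s kinetic read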
# AI-2 QS mod: modulators of Vibrio harveyi AI-2 quorum sensing system; AID 2094; activity change, % at 7.5 µM; Vibrio harveyi JMH597 AI-2 luminescence/OD600 ratio, 9 h; hits give low values; strain lacks LuxN and CqsS sensors; 0 = neutral-control median; 300,000 tested, 0.4% active; in the data active means activity change below about -75%, passing the limit was not always enough;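 further: luminescence divided by OD600 gain over 9 h not by final OD600 alone; inactives centre near 13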
# MrgX1 agonist: agonists of human MrgX1 receptor; MrgX1-HEK293 cells, Fluo-4 calcium fluorescence, agonist mode; hits give high values; B-score at 10 µM; 310,000 tested, 0.44% active; AID 588627;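 active means calcium response B-score plate-corrected fluorescence ratio at least 3 library SD, with starting fluorescence B-score inside 5 SD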
#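 Material: HEK293 cells stably expressing human MrgX1 receptor | Quantity: 15,000 cells per well | Times: Cells plated overnight, dye loaded 0.5 h 37 °C, 0.5 h room temperature | Measured by: Kinetic Fluo-4 NW fluorescence of intracellular calcium | Control set: Positive and negative controls per plate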
# TRPC4 potent: allosterically enhances the mouse TRPC4 cation channel; Q9QUQ5; HEK293 TRPC4beta/mu-opioid, DAMGO EC20, Fluo-4 Ca2+ flux; hits give high values; B-score at 10 µM; 310,000 tested, 0.42% active; AID 2227;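 active means B-score of calcium response area above 5 SD of library B-scores, with initial fluorescence ratio within 5 SD of library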;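 further: B-score of integrated fluorescence ratio over time as area under calcium response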
# * = called active by the depositor; i = inactive; nt = not tested or not shown. The list is partial, so the mix of outcomes need not match the whole.
SMILES,MrgX1 antag,TRPC6 inh,HIF activator,TRPC4 block,MrgX1 PAM,TRPC6 activator,PolyA inh,TRPC4 agonist,AI-2 QS mod,MrgX1 agonist,TRPC4 potent
O=C(CCCCCN1C(=O)CCC1=O)Nc1ncn[nH]1,i,i,0.3,i,i,i,i,i,-6,i,i
CC(C(=O)Nc1nccs1)N1C(=O)c2ccccc2S1(=O)=O (configuration not stated),i,i,1.2,i,i,i,i,i,14,i,i
CC(=O)c1cnc(Nc2ccc(C)cc2)s1,i,i,4.1,i,i,i,i,i,19,i,i
CC(C)CCNC(=O)C1CCN(S(=O)(=O)c2ccc(-n3cnnn3)cc2)CC1,i,i,-0.1,i,i,i,i,i,31,i,i
O=C(CS(=O)(=O)c1ccccc1)Nc1nc(-c2ccc(F)cc2)cs1,i,i,-0.3,i,i,i,i,i,-5,i,i
COc1c(Cl)ccc(Cl)c1C(=O)NC(=S)N1CCOCC1,i,i,-0.9,i,i,i,i,i,0,i,i
Cc1noc2ncnc(N3CCN(c4ccc(F)cc4)CC3)c12,i,i,-0.4,i,i,i,i,i,23,i,i
CCOC(=O)c1cc(-c2ccc(OC)cc2OC)nn1-c1ccc(C(=O)O)cc1,i,i,-1.0,i,i,i,i,i,27,i,i
CC(C)CNc1ncnc2c1cnn2Cc1ccccc1Cl,i,i,1.0,i,10*,i,i,i,13,i,i
Cc1occc1C(=O)O/N=C(\N)c1ccccc1,i,i,0.3,i,i,i,i,i,12,i,i
Cc1ccc(CNc2ccc(N3C(=O)CC(C)C3=O)cc2[N+](=O)[O-])cc1 (configuration not stated),i,i,-0.5,i,i,i,i,i,23,i,i
O=C(COc1ccc(Cl)cc1Cl)Nc1ccccc1NS(=O)(=O)c1cccs1,i,i,1.6,i,i,i,i,i,5,i,i
COCc1c(C(=O)N2CCN(Cc3ccc(C#N)cc3)CC2)oc2ccccc12,i,i,-0.1,i,i,i,i,i,2,i,i
Cc1ccccc1C(C(=O)NCc1ccccc1)N(Cc1ccco1)C(=O)c1ccccn1 (configuration not stated),i,i,-0.9,i,i,i,i,i,13,i,i
COc1ccc2c(c1OC)C(=O)N1c3cccc(Cl)c3C(=O)OC21 (configuration not stated),i,i,-0.3,i,i,i,i,i,12,i,i
CCc1nnc(NC(=O)Cc2ccc(OCc3c(C)noc3C)cc2)s1,i,i,-1.5,i,i,i,i,i,26,i,i
Cc1cc(C)n(CCc2nc(-c3cc4ccccc4o3)cs2)n1,i,i,1.8,i,i,i,i,i,-6,i,i
CC(C)(C)OC(=O)N1CCC(C(=O)N[C@H](C(=O)O)c2ccccc2)(c2ccccc2)CC1,i,i,0.6,i,i,i,i,i,0,i,i
COC(=O)c1sccc1NC(=S)N1CCCCC1C (configuration not stated),i,i,-0.4,i,i,i,i,i,10,i,i
C=CCn1c(SCc2ccccc2)nc2c1c(=O)[nH]c(=O)n2C,i,i,0.4,i,i,i,i,i,1,i,i
Cc1ccc(N(C)C(=O)CCNC(=O)Cn2cnc3ccccc3c2=O)cc1C,i,i,-1.1,i,i,i,i,i,-9,i,i
O=C(COc1ccc(Cl)cc1)OCC(=O)N1CCCCCC1,i,i,-0.5,i,i,i,nt,i,29,i,i
CCOC(=O)C1CCCCN1Cc1ccc(-c2ccccc2)cc1 (configuration not stated),i,i,-13,i,i,i,i,i,23,i,i
CCCn1c(NC(=O)C2COc3ccccc3O2)nc2ccccc21 (configuration not stated),i,i,-0.5,i,i,i,i,i,7,i,i
CC1COc2ccccc2N1C(=O)c1ccc(Cl)cc1 (configuration not stated),i,i,1.3,i,i,i,i,i,-9,i,i
# Continuation:
SMILES,MrgX1 antag,TRPC6 inh,HIF activator,TRPC4 block,MrgX1 PAM,TRPC6 activator,PolyA inh,TRPC4 agonist,AI-2 QS mod,MrgX1 agonist,TRPC4 potent
COc1ccccc1NC(=O)c1sc2nc(-c3ccco3)ccc2c1N,i,i,1.5,i,i,i,i,i,15,i,i
Cc1nc2ccc(NC(=O)c3cc(Cl)ccn3)cc2s1,i,i,0.3,i,i,i,i,i,10,i,i
CCNC(=S)NNC(=O)C1CCN(Cc2ccccc2)CC1,i,i,0.3,i,i,i,i,i,18,i,i
N/N=C1\CCCc2c1[nH]c1ccc([N+](=O)[O-])cc21,i,i,0.0,i,i,i,i,i,20,i,i
Cc1ccc(CN2CCNC(=O)C2CC(=O)O)o1 (configuration not stated),i,i,-0.5,i,i,i,nt,i,17,i,i
COC(=O)C1ON2OC(C(=O)OC)C(C(=O)OC)C2C1CC(C)=O (configuration not stated),i,i,-0.1,i,i,i,i,i,22,i,i
Cc1ccc(S(=O)(=O)N2CCC(C(=O)NNC(=O)c3ccncc3)CC2)cc1,i,i,-1.1,i,i,i,i,i,11,i,i
Cc1ccc(N2CCN(C(=O)CNS(=O)(=O)c3ccc(Br)s3)CC2C)cc1 (configuration not stated),i,i,0.3,i,i,i,i,i,19,i,i
CCOC(=O)C(NC(=O)CC)(Nc1ccc(S(=O)(=O)Nc2cc(C)on2)cc1)C(F)(F)F (configuration not stated),i,i,-0.1,i,i,i,i,i,18,i,i
CN(Cc1ccccc1)C(=O)COC(=O)c1ccccc1Nc1ccccc1,i,i,-0.5,i,i,i,i,i,-10,i,i
COC(C/C=C\C(=O)[C@@H](C)OCc1ccccc1)OC,i,i,0.5,i,i,i,i,i,19,i,i
Cc1ccc(C2N(c3ccccc3)C(=S)N3CCCN23)cc1 (configuration not stated),i,-7.5*,0.1,i,i,i,i,i,5,i,i
CN1c2ccccc2C(C)(C)C12C=Nc1c(ccc3ccccc13)O2 (configuration not stated),i,i,2.2,i,i,i,i,i,40,i,i
CNC(=O)C12CCC(C)(c3nc4cc(C)c(C)cc4nc31)C2(C)C (configuration not stated),i,i,0.1,i,i,i,i,i,nt,i,i
CC(NC(=O)C1CCCN1S(=O)(=O)c1cccc2nsnc12)c1ccccc1 (configuration not stated),i,i,0.5,i,i,i,i,i,26,i,i
COc1ccc(NC(=O)N2c3ccc(OC)cc3C(C)=CC2(C)C)cc1,i,i,0.4,i,i,i,i,i,186,i,i
CCc1ccc(-n2cccc2/C=C2/C(=N)N3C(=NC2=O)SN=C3S(C)(=O)=O)cc1,i,i,0.1,i,i,i,i,i,2,i,i
O=[N+]([O-])CC(=Nc1ccc(F)cc1)N/N=C\c1oc(O)c2ccccc12,i,i,0.9,i,i,i,i,i,30,i,i
O=C(c1cccc([N+](=O)[O-])c1)N1CCc2ccccc21,i,i,-2.3,i,i,i,i,i,11,i,i
Nc1c(C(=O)N2CCOCC2)sc2nc3c(cc12)CCC3,i,i,0.7,i,i,i,i,i,72,i,i
CCC(C(=O)N1CC2(C)CC1CC(C)(C)C2)N1C(=O)c2ccccc2C1=O (configuration not stated),i,i,-1.2,i,i,i,i,i,18,i,i
O=c1c2ccccc2nnn1Cc1ccc(F)cc1,i,i,-0.5,i,i,i,i,i,14,i,i
CCN(CC)C(=O)c1sc(NC(=O)C(C)C)c(C#N)c1C,i,i,-0.1,i,i,i,i,i,6,i,i
CCOC(=O)N1CCC(N2CCCC(C(=O)c3cccc(OC)c3)C2)CC1 (configuration not stated),i,i,0.9,i,i,i,i,i,7,i,i
CCCC(=O)N1CCN(c2nc3ccc(Cl)cc3s2)CC1,i,i,5.3,i,i,i,i,i,20,i,i

# Reprinted from the listing (3 entries):
SMILES,MrgX1 antag,TRPC6 inh,HIF activator,TRPC4 block,MrgX1 PAM,TRPC6 activator,PolyA inh,TRPC4 agonist,AI-2 QS mod,MrgX1 agonist,TRPC4 potent
COc1ccccc1NC(=O)c1sc2nc(-c3ccco3)ccc2c1N,i,i,1.5,i,i,i,i,i,15,i,i
Cc1nc2ccc(NC(=O)c3cc(Cl)ccn3)cc2s1,i,i,0.3,i,i,i,i,i,10,i,i
CCNC(=S)NNC(=O)C1CCN(Cc2ccccc2)CC1,i,i,0.3,i,i,i,i,i,18,i,i

# Individual results from the list:
# Entry of `CCOC(=O)C1CCCCN1Cc1ccc(-c2ccccc2)cc1` (configuration not stated) in HIF activator: -13
# Entry of `CC(C)CCNC(=O)C1CCN(S(=O)(=O)c2ccc(-n3cnnn3)cc2)CC1` in AI-2 QS mod: 31

# More entries
SMILES,MrgX1 antag,TRPC6 inh,HIF activator,TRPC4 block,MrgX1 PAM,TRPC6 activator,PolyA inh,TRPC4 agonist,AI-2 QS mod,MrgX1 agonist,TRPC4 potent
COc1ccc(-c2c(C)nn3c(Cl)c(C)c(C)nc23)cc1,i,i,-0.5,i,i,i,i,i,2,i,i
COCC1CCN(C(=O)CCc2nnc(CCCCc3ccccc3)o2)CC1,i,i,-0.3,i,i,i,i,i,2,i,i
Cc1nnc(NC(=O)c2nc(S(=O)(=O)Cc3ccccc3C)ncc2Cl)s1,i,i,-3.4,i,i,i,i,i,8,i,i
CC(CC(=O)Nc1cc(C(F)(F)F)ccc1Cl)c1ccccc1 (configuration not stated),i,i,-1.7,i,i,i,i,i,12,i,i
CC(C)C(=O)NCc1cc(-c2ccccc2)no1,i,i,0.1,i,i,i,i,i,7,i,i
CCCCNC(=O)CS(=O)Cc1nc(-c2cccc(C)c2)oc1C (configuration not stated),i,i,0.2,i,i,i,i,i,39,i,i
CC(C)[C@H](NC(=O)N1c2ccccc2NC(=O)[C@@H]1C(C)C)C(=O)N1CCC(C(=O)O)CC1,i,i,0.5,i,i,i,i,i,23,i,i
COc1cc2c(cc1NC(=O)C(C)OC(=O)c1ccc(S(=O)(=O)Nc3ccccc3Cl)cc1)oc1ccccc12 (configuration not stated),i,i,1.0,i,i,i,i,i,33,i,i
Cc1noc(/C=C/c2ccccc2F)c1S(=O)(=O)N1CCC(C(=O)N2CCN(C)CC2)CC1,i,i,0.0,i,i,i,i,i,5,i,i
Clc1ccccc1CSc1nnc(Cn2cnc3ccccc32)n1-c1ccccc1,i,i,0.9,i,i,i,i,i,12,i,i
COc1ccc(NC(=O)C2CCCN(c3cc(C)nc4ncnn34)C2)cc1 (configuration not stated),i,i,-0.3,i,i,i,i,i,2,i,i
COc1ccc(/C=N/Nc2nc(N)cc(Cl)n2)cc1OC,i,i,1.1,i,i,i,i,i,31,i,i
CCOc1ccc(CCNC(=O)c2nnc(CS(=O)(=O)c3ccccc3)o2)cc1OCC,i,i,-0.1,i,i,i,i,i,30,i,i
O=c1[nH]c2ccccc2nc1/C=C(\O)C1CC1,i,i,-40,i,i,i,i,i,-2,i,i

# Screens (PubChem)
